# Compound activity as filed in PubChem.
# FBPA coupling cs = qHTS Assay for Inhibitors of Fructose-1,6-bisphosphate Aldolase from Giardia Lamblia: Coupling assay counterscreen; coupling enzyme system counterscreen, AmpLite Red fluorescence; activity change, negative = inhibition, % at 58.2 µM, hits read low; actives 0.67% (n = 290,000); AID 2472, 2010; in the data active = activity change below about -30%
#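 Counterscreen of the coupled detection system alone, without aldolase: glyceraldehyde-3-phosphate coupling enzymes plus AmpLite Red readout. Compounds at 57.5 uM final, 10 min RT preincubation, 20 min RT reaction, fluorescence 525/598 nm.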
# KCNH2 3.1 inh = qHTS for Inhibitors of KCHN2 3.1: Mutant qHTS | U2OS KCNH2 3.1, thallium flux FluxOr; active compounds read low | AID 720553, 2013 | activity change, % (tested at about 1.8 µM) | Potassium voltage-gated channel subfamily H member 2, brain isoform KCNH2 3.1 (human) | actives 0.95% (n = 340,000);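 active = maximum activity change below -70%; inconclusive = maximum activity change from -70% to -50%; inactive = maximum activity change above -50%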;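 also: thallium influx rate constant from kinetic fluorescence after stimulation buffer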
#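 Steps: virus added to U2OS suspension (4 h, RT, dark); medium with 10% FBS added, cells plated, 37 C overnight; FluxOr/Red40 loading buffer 45 min RT; stimulation buffer, 2 min kinetic read; rate constant normalized.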
# uPA generation = qHTS for Inhibitors of Cell Surface uPA Generation; actives 0.31% (n = 330,000); cell surface uPA generation assay, qHTS; Potency, µM (highest dose often 38.3 µM), for the others: top-dose activity change, negative = inhibition, hits mostly inhibitors; AID 540303, 2011; active = well fitted inhibition curve with a large enough effect; inconclusive = small, poorly fitted or top-dose-only effect; inactive = no such curve, though single readings can be large or run the other way; tested in mouse RAW 264.7 cells; also: potency is read from the fitted curve at half-maximal effect; nearly all actives have a fitted effect of over 55% in size
# PKM2 act = qHTS Assay for Activators of Human Muscle isoform 2 Pyruvate Kinase | actives 0.34% (n = 260,000) | Pyruvate kinase PKM (Homo sapiens), P14618 | purified PKM2, Kinase-Glo ATP luminescence, activation; response scale: 0% is enzyme alone, no compound | AID 1631, 2009 | Potency, µM (series often up to 57.5 µM), without a hit: at the top dose activation, most hits filed as activators; also: potency is read from the fitted curve at half-maximal effect; nearly all actives have a fitted effect of over 55% in size
#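 ATP formation by purified human PK-M2, quantified via coupled luciferase luminescence after 1 h at room temperature with 0.1 mM ADP and 0.5 mM PEP final.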
# Giardia killer = Small Molecules that selectively kill Giardia lamblia: qHTS. Giardia lamblia trophozoite viability. activity change, % at 7.66 µM, hits read low. actives 0.15% (n = 340,000). AID 540267, 2011; in the data active = activity change below about -80%; inconclusive = between about -30% and that limit;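 also: parasites exposed to compound for two days anaerobically before the ATP read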
#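 Trophozoites 100 cells/well + cpd; 48 hrs, 37 deg C, anaerobic. ATPLite 1-Step added, 15-30 min RT, luminescence read (ATP-based viability).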
# BCR signal inh = qHTS Assay to Find Inhibitors of Chronic Active B-Cell Receptor Signaling; ABC-DLBCL IkBa-CBG/CBR reporter, luminescence ratio, 4 h; Potency, µM (doses to about 46.1 µM), without a hit: at the highest dose ratio change, negative = lower green/red ratio, actives largely listed as inhibitors; actives 0.05% (n = 340,000); active = well fitted inhibition curve with a large enough effect in the signal ratio, with a control signal flat, not every such curve was filed as active; inconclusive = small, poorly fitted or top-dose-only effect, or effect the other way, or a change in a side signal; the % refers to the signal ratio;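 also: potency is read from the fitted curve at half-maximal effect; plate controls were basal doxycycline-induced cells for no effect and cells given 10 µM MG132 for full effect; MG132 reads +100%, hits lower the ratio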
#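 Concentration-response series (up to 46 uM) were applied to TMD8 dual-reporter cells for 4 h at 37C with doxycycline. Green/red ratio, after filter-overlap correction, defined %Activity; red signal alone was normalised to basal cells and zero luminescence.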
# KCNH2 WT inh = qHTS for Inhibitors of KCHN2 3.1: Wildtype qHTS; U2OS, BacMam KCNH2, thallium flux FluxOr; active compounds read low; activity change, % at 1.84 µM; actives 0.37% (n = 340,000); AID 720551, 2013;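 active = maximum activity change below -70%; inconclusive = maximum activity change between -70% and -50%; inactive = maximum activity change above -50%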
#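 U2OS cells transduced with wild-type KCNH2 virus are loaded with FluxOr dye for 45 min, and thallium flux is measured in kinetic reads before and after stimulation buffer. Rate constants are normalized to DMSO controls.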
# B2AR arrestin = qHTS assay of beta-arrestin-biased ligands of beta2-adrenergic receptor. Potency, µM (doses to about 46.1 µM), without a hit: at the highest dose activation, actives largely listed as activators. actives 0.02% (n = 330,000). beta-arrestin recruitment to beta2AR, cell-based reporter;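 also: potency is read from the fitted curve at half-maximal effect; 0% = DMSO controls and full agonism = EC100 isoproterenol or metaproterenol; nearly all actives have a fitted effect of over 65% in size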
# Target sequence (P07550 whole entry, looked up): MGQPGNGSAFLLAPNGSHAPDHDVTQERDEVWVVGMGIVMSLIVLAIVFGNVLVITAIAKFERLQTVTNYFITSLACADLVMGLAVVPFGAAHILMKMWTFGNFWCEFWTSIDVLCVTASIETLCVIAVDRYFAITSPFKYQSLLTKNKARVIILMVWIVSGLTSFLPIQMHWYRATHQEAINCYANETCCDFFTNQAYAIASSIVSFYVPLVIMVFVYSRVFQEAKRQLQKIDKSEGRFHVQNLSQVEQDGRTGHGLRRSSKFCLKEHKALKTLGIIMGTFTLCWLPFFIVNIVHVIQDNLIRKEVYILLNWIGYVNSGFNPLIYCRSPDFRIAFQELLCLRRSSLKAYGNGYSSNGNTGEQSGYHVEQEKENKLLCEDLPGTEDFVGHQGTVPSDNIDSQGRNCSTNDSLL
# USP2a block = qHTS Assay for Inhibitors of Ubiquitin-specific Protease USP2a Using CHOP2 as the Reporter; Ubiquitin carboxyl-terminal hydrolase 2 (Homo sapiens), O75604; actives 0.01% (n = 330,000); AID 463254, 2010; Potency, µM (top dose mostly 38.3 µM), for the others: at the highest dose activity change, negative = inhibition, usual class: inhibitors; USP2 core, Ub-CHOP2 coupled fluorogenic reporter, 485/531;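 also: potency is read from the fitted curve at half-maximal effect; plate controls were DMSO wells for no effect and full inhibition by NEM control for full effect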
# Target sequence (O75604 whole entry, looked up): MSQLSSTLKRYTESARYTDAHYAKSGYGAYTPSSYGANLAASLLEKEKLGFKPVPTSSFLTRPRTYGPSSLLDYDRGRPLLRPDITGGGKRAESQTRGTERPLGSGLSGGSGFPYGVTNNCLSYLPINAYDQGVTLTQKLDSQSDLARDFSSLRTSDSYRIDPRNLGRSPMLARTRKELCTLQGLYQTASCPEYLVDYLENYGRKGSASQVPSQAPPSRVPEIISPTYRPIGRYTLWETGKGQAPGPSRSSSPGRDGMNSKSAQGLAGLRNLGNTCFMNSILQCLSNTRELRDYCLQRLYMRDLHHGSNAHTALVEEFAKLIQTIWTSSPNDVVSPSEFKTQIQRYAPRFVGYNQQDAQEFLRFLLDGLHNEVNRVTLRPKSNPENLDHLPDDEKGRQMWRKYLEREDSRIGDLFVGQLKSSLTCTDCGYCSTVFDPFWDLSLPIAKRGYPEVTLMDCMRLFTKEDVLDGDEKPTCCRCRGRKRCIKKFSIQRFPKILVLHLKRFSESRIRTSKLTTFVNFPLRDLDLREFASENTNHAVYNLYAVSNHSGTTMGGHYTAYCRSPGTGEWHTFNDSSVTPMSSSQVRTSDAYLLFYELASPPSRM
#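 Deubiquitinase activity read as fluorescence (485/531 nm) after Ub-CHOP2 cleavage activates the enterokinase reporter on its substrate; USP2 core 10nM, Ub-CHOP2 and substrate 25nM each, 30min compound preincubation then 60min RT; data normalized to NEM, curves fitted.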
# GALK inhibitor = qHTS Assay for Inhibitors of Human Galactokinase (GALK). P51570. Potency, µM (highest dose often 57.5 µM), inactives show top-dose activity change, negative = inhibition, hits mostly inhibitors. AID 1868, 2009. actives 0.007% (n = 270,000). Purified GALK, Kinase-Glo residual ATP luminescence; also: potency is read from the fitted curve at half-maximal effect
#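 Galactose (100 uM) and ATP (35 uM) were turned over by 5 nM GALK for 1 h at RT. Kinase-Glo Plus then converted the remaining ATP into a luminescent signal.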
# Eya2 inh = qHTS Assay for Inhibitors of the Phosphatase Activity of Eya2. actives 0.006% (n = 330,000). AID 488837, 2010. Potency, µM (highest dose often 76.9 µM), without a hit: top-dose activity, negative = inhibition, hits mostly inhibitors. recombinant Eya2, OMFP fluorescence dephosphorylation (OMFP is methylfluorescein phosphate); also: potency is read from the fitted curve at half-maximal effect
#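 Eya2 protein (added as 0.2 uM solution) was preincubated with compound for 10 min at ambient temperature in 50 mM HEPES pH 7.5, 50 mM NaCl, 5 uM MgCl2, 0.05% BSA, 1 mM DTT. OMFP (added at 50 uM) then reacted 10 min; fluorescence read at 485/525 nm.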
# * marks the source's active call; other numbers are inactive results; ? = inconclusive; nt = no result given; & = joins results of further samples; [ ] = another dose, or the depositor's remark. Unless noted, calls follow the shape of the dose curve; as a rule, active = well fitted curve in the direction sought with a large enough effect; inconclusive = small, poorly fitted or top-dose-only effect, or another doubt; inactive = no such curve, though single readings can be large; an effect the other way counts as inactive or inconclusive. Unless noted, % is scaled to controls: 0 for no effect and ±100 for the full control effect. A portion of the library; rates above refer to the full screens.
SMILES,FBPA coupling cs,KCNH2 3.1 inh,uPA generation,PKM2 act,Giardia killer,BCR signal inh,KCNH2 WT inh,B2AR arrestin,USP2a block,GALK inhibitor,Eya2 inh
C/C(=N\NC(=S)NCc1ccccc1)C1CCCCC1,1,-9,2%,-1%,15,?,-26,?,2%,1%,15%
CCCC(=O)O[C@]1(C(=O)COC(C)=O)CC[C@H]2[C@@H]3C[C@H](F)C4=CC(=O)C=C[C@]4(C)[C@@]3(F)[C@@H](O)C[C@@]21C,0,9,8%,2%,-19,?,3,-0.5%,4%,-4%,-19%
O=C(Nc1cc(-c2ccccc2)nn1-c1ccccc1F)c1ccc([N+](=O)[O-])cc1,nt,nt,8%,nt,12,8%,nt,-0.1%,-1%,nt,-2%
Nc1ncnc2c1c(-c1ccc(Oc3ccccc3)cc1)cn2C1CCCC1,1,-17,-21%,nt,1,?,-3,-2.2%,1%,nt,-11%&3%
CC(=O)Oc1ccc2c(C)cc(=O)oc2c1,0,?,1%,-5%,18,-12%,-3,0.6%,5%,0%,-24%
Cc1c(C)n(Cc2ccccc2)c2ccc(C(=O)OCCN(C)C)cc12,5,11,3%,17%,0,?,7,5.8%,-6%,3%,-15%
CN(C)CCCSc1ccccc1NC(=O)/C=C/c1ccccc1,5,nt,nt,-19%,nt,?,nt,0.0%,1%,1%,0%
CCc1ccccc1OC[C@@H](O)CN[C@H]1CCCc2ccccc21,-1,-6,0%,nt,-15,?,19,0.1%,-2%,nt,-7%
Cn1ccc2cc3c(cc21)CCN3C(=O)Nc1cccnc1,-10,15,?,nt,-1,7%,2,0.2%,-6%,nt,2%&-18%
CC1(C)O[C@@H]2C[C@H]3[C@@H]4C[C@H](F)C5=CC(=O)C=C[C@]5(C)[C@@]4(F)[C@@H](O)C[C@]3(C)[C@]2(C(=O)CO)O1,1,6,?,-6%,-5,?,-10,-0.2%,5%,1%,-2%
COC(=O)N/N=C/c1c[n+]([O-])c2ccccc2[n+]1[O-],nt,-10,?,nt,-80*,0%,4,0.3%,0%,nt,19%
C[C@H](CCC(=O)O)[C@H]1CC[C@H]2[C@@H]3[C@H](O)C[C@@H]4C[C@H](O)CC[C@]4(C)[C@H]3CC[C@]12C,nt,-4,6%,nt,4,?,-1,0.3%,1%,nt,-19%
Cc1cc(=O)oc2cc(O)ccc12,-5,5,7%,nt,?,nt,1,nt,nt,nt,nt
CCCCN(CCCC)CCCOC(=O)c1ccc(N)cc1,-2&-1&3,-2,-6%,-6%,-24,0%,34,-0.2%,1%,4%,-4%
CCC(C(=O)Nc1ccccc1N1CCCC1)c1ccccc1 (stereo unspecified),nt,-37,-4%,7%,3,5%,-4,0.3%,1%,-4%,5%
COc1cc(C2Oc3cc(C4Oc5cc(O)cc(O)c5C(=O)C4O)ccc3OC2CO)ccc1O (stereo unspecified),6&-1,-4,2%,-1%,-11,0%,-7,-1.8%,0%,nt,-2%
CCCCCCCCCCCCCCC[C@@H](O)[C@@H](N)CO,-2&2,-21,3%,nt,10,nt,4,nt,nt,nt,nt
CC[C@]12CCCN3CCc4c(n(c5ccccc45)[C@](O)(C(=O)OC)C1)[C@@H]32,nt,-17,7%,nt,1,-13%,85,-0.7%,2%,nt,2%
CC(=O)OCC(=O)[C@@]1(O)CC[C@H]2[C@@H]3CCC4=CC(=O)C=C[C@]4(C)[C@@]3(F)[C@@H](O)C[C@@]21C,nt,5,-5%,nt,-7,?,-2,0.0%,2%,nt,2%
CC1O[C@@H](OCC2O[C@@H](Oc3cc(O)c4c(c3)OC(c3ccc(O)cc3)CC4=O)[C@H](O)[C@@H](O)[C@@H]2O)[C@H](O)[C@H](O)[C@H]1O (stereo partly specified),nt,4,-13%,nt,-13,6%,3,-0.7%,-1%,nt,-5%
Cc1scc2c1N(C(=O)CN1CCN(C)CC1)c1ccccc1NC2=O,1&1&3&2,-1,19%,2%,?,3%,4,0.0%,0%,3%,-3%&10%
CCCOc1ccc2nc(NC(=O)OC)[nH]c2c1,1&-1,nt,nt,-16%,nt,?,nt,-0.4%,0%,nt,8%
CCN(CC)CC1CCCCN1CC(=O)N1c2ccccc2C(=O)Nc2cccnc21 (stereo unspecified),2,nt,nt,6%,nt,2%,nt,-0.6%,6%,0%,4%
O=C1NC(=S)S/C1=C\C=C\c1ccc([N+](=O)[O-])o1,-1,-2,53%[activator],-11%,-86*,?,-2,-0.3%,-9%,2%,-6%
O=C(NC1CCN(CCc2c[nH]c3ccccc23)CC1)c1ccccc1,-3&-1,?,-3%,nt,6,-12%,32,-0.7%,-4%,-5%,0%

# One compound at a time (already shown). Order of values: FBPA coupling cs, KCNH2 3.1 inh, uPA generation, PKM2 act, Giardia killer, BCR signal inh, KCNH2 WT inh, B2AR arrestin, USP2a block, GALK inhibitor, Eya2 inh
# Listed for CCCCN(CCCC)CCCOC(=O)c1ccc(N)cc1 : -2&-1&3, -2, -6%, -6%, -24, 0%, 34, -0.2%, 1%, 4%, -4%
# Listed for CC(=O)OCC(=O)[C@@]1(O)CC[C@H]2[C@@H]3CCC4=CC(=O)C=C[C@]4(C)[C@@]3(F)[C@@H](O)C[C@@]21C : nt, 5, -5%, nt, -7, ?, -2, 0.0%, 2%, nt, 2%

# Continuation:
SMILES,FBPA coupling cs,KCNH2 3.1 inh,uPA generation,PKM2 act,Giardia killer,BCR signal inh,KCNH2 WT inh,B2AR arrestin,USP2a block,GALK inhibitor,Eya2 inh
CCCC1(c2ccccc2)NC(=O)N(CC(=O)N(C)Cc2c(F)cccc2Cl)C1=O (stereo unspecified),0,3,nt,11%,-16,8%,-7,-0.2%,4%,0%,-3%
COc1ccc(C(=O)c2ccccc2)c(O)c1,-4&-2&-1,0,-3%,-1%,3,?,0,0.0%,4%,1%,2%
CCCC(=O)O[C@]1(C(=O)CCl)[C@@H](C)C[C@H]2[C@@H]3CCC4=CC(=O)C=C[C@]4(C)[C@@]3(F)C(=O)C[C@@]21C,-3,-29,-17%,-5%,-11,-11%,25,-0.5%,5%,0%,-7%
CN(C)S(=O)(=O)n1cc(/C=C(\NC(=O)c2ccccc2)C(=O)NCCCn2ccnc2)c2ccccc21,nt,1,-21%,nt,2,2%,10,-0.6%,6%,-8%,-6%
COc1ccc(-c2oc3c(CC=C(C)C)c(O[C@@H]4O[C@H](CO)[C@@H](O)[C@H](O)[C@H]4O)cc(O)c3c(=O)c2O[C@@H]2O[C@@H](C)[C@H](O)[C@@H](O)[C@H]2O)cc1,-3,nt,nt,-1%,nt,?,nt,0.2%,0%,4%,-5%
CN[C@@H]1[C@H](O)[C@H](NC)[C@H]2O[C@@]3(O)C(=O)C[C@@H](C)O[C@H]3O[C@@H]2[C@H]1O,0&1&1,0,7%,nt,9,0%,26,0.0%,2%,4%,13%
CCCOc1ccc(C(=O)OCCN(CC)CC)cc1N,-13,0,-2%,nt,-18,9%,6,-0.3%,6%,nt,-2%
O=C(O)Cc1cn(-c2ccccc2)nc1-c1ccc(Cl)cc1,4,28,-1%,1%,-1,-13%,6,0.3%,5%,-7%,10%
CC(C)NNC(=O)c1ccncc1,-1&-3&0,7,13%,0%,12,-20%,2,-1.6%,0%,-2%,10%&-7%
O=c1c(O)c(-c2ccc3c(c2)OCO3)oc2ccccc12,4,4,3%,-1%,-19,0%,-8,-0.1%,-1%,3%,3%
Cc1nc2c3ccccc3nc(NNC(=O)CCC(=O)N3CCN(c4ccccc4F)CC3)n2n1,nt,16,?,nt,10,1%,3,0.0%,2%,-2%,8%
O=C(O)c1cc(=O)c2ccccc2o1,-1,2,1%,-11%,14,?,-14,0.3%,0%,5%,-9%
O=C(c1ccccn1)N(Cc1cccs1)C1(C(=O)NC2CCCCC2)CCCCC1,4,2,8%,nt,-3,14%,-1,-0.3%,2%,10%,-28%
CCCCCCCCCCCCCCCC(O)C(N)CO (stereo unspecified),0,2,1%,-4%,-18,2%,-1,-0.2%,1%,nt,7%
CCc1cccc(CC)c1NC(=O)CN(CC(=O)O)CC(=O)O,2,-9,10%,nt,-20,-1%,-8,0.5%,1%,nt,25%
